Screens: PubChem BioAssay, National Center for Advancing Translational Sciences (NCATS)
12-LOX inh: ALOX12 (human) lipoxygenase inhibition. P18054. purified 12hLO, xylenol orange hydroperoxide absorbance. Potency, µM (titrated, usually from 108 µM), without a hit: top-dose activity change, negative = inhibition, actives largely listed as inhibitors. actives 1.1% (n = 580,000); active = well fitted inhibition curve with a large enough effect; inconclusive = small, poorly fitted or top-dose-only effect, or another doubt; inactive = no such curve, though single readings can be large or run the other way
Target sequence (P18054 whole entry, looked up): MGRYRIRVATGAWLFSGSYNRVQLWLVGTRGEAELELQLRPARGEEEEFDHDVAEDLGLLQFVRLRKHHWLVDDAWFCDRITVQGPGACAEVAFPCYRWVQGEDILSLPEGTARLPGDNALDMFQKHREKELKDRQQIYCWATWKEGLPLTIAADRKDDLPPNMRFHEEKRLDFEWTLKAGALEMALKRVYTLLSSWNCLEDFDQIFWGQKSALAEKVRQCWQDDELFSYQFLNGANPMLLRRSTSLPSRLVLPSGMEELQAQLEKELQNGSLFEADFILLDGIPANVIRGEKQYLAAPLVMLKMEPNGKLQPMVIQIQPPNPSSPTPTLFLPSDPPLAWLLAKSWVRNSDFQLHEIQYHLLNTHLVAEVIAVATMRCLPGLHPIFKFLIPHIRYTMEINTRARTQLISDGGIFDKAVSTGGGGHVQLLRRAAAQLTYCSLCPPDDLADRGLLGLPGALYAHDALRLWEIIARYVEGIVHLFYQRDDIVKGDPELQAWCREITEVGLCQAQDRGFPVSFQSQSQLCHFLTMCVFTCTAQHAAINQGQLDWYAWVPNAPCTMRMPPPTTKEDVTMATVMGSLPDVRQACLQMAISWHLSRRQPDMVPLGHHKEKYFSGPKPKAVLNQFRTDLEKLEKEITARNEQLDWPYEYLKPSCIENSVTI
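Purified human 12hLO (150 nM final) in 25 mM Hepes, 0.01% Triton X-100, pH 7.0 was preincubated 15 min at room temperature with compound. Then 40 uM arachidonic acid was added, 30 min. Hydroperoxide was read by Fe-XO absorbance ratio 573/405 nm.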
Starred values were filed as active, the others as inactive; ? = inconclusive; [ ] = dose if it differs, or a comment. % is scaled to controls: 0 for no effect and ±100 for the full control effect; potency is read from the fitted curve at half-maximal effect. Only part of the results is shown; the hit share may differ from the screen's.

compound,12-LOX inh
O=C(N[C@H]1[C@H](O)[C@H](O)C[C@@H]1c1ccncc1)c1ccccc1,37.5%[activator][176 µM]
COc1ccc(CN2C(=O)COC[C@H]2C(=O)NCc2ccc(Cl)cc2)cc1OC,7.3%
O=C(NC(Nc1ccccc1F)C(=O)c1ccccc1)c1ccc(Cl)cc1 (centres undefined),-30.5%
CN(C)CC(C)(C)Cn1ccnc1-c1cn(C2CCNCC2)nn1,80.5%[activator]
Cc1cc2cc(-c3c(C)noc3C)nc(N3CCN(C)C(=O)C3)c2o1,-28.9%[176 µM]
O=C(O)CCC1CCN(S(=O)(=O)c2ccccc2F)CC1,19.1%
CS(=O)(=O)N1CCC(NS(=O)(=O)c2cccc(Cl)c2)CC1,-0.7%
Cc1ccc2cccc(NC(=O)COc3ccc(C(C)C)cc3)c2n1,-4.3%
C=CCc1c(C)nc(Nc2nc(C)c3cc(CC)ccc3n2)[nH]c1=O,?
N#CC1(NC(=O)CSc2nccn2C2CC2)CCCC1,?
CCc1ccc2oc(C(=O)Nc3ccc(OC)cc3)cc(=O)c2c1,0.7%
Cc1nsc(NC(=O)N2CCCC2C)n1 (centres undefined),8.4%
O=C1CCN(C(=O)[C@@H]2CCCN2C(=O)NC2CCCCC2)CCCCCCN1,9.8%
COC(=O)C1CN(Cc2cn(Cc3ccc(C)cc3)nn2)CCS(=O)(=O)N1Cc1ccc(Cl)cc1 (centres undefined),?
N#Cc1ccc(C(=O)/C=C/c2ccsc2)cc1,2.7%
Cc1ccccc1-c1noc(CN2CCC(c3ccn[nH]3)CC2)n1,?
COCCc1noc(C2Cc3ccccc3N2C(=O)Nc2cc(OC)cc(OC)c2)n1 (centres undefined),-4.3%
CN1CCC(OC2CCN(S(=O)(=O)c3ccccc3C(F)(F)F)CC2)CC1,52.3%[activator]
Cc1nonc1CN(C)C(=O)C1CCCN(C2CCN(C(=O)C3CC3)CC2)C1 (centres undefined),8.4%
O=C(NCc1ccc(F)cc1)N1CCCC(Cc2noc(-c3cccnc3)n2)C1 (centres undefined),16.1%
CCC(=O)N1CCN(c2nc3c(s2)CC(C(=O)Nc2ccc(OC)cc2)CC3)CC1 (centres undefined),24.9%
Cc1cc(N2CCC(C)CC2)n2nc(-c3ccccc3)nc2n1,-10.1%
CC1(C)[C@H](Cc2cc(COc3ccccc3)on2)C[C@@H]1NC(=O)Nc1ccccc1,-14.2%[176 µM]
COc1ccc2nc(C)cc(SCC(NC(=O)CN(C)C)C(=O)O)c2c1 (centres undefined),?
CC(C)Cn1cnc2cccnc21,15.2%[176 µM]
O=S(=O)(NC[C@H]1O[C@@H](CO)[C@@H](O)[C@H]1N1CCOCC1)c1ccc(Cl)cc1,?
O=C([C@@H]1C[C@H](Oc2ccccc2)CN1S(=O)(=O)Cc1ccccc1)N1CCOCC1,39.1%[activator]
C[C@@H]1C[C@@H]2O[C@H]2CCCCC(=O)Cc2cc(O)cc(O)c2C(=O)O1,2.2%
O=C(N[C@H]1CCOC[C@H]1C1CCOCC1)c1cnc(CN2CCCC2)s1,15.8%
O=C(NCCC1CCN(Cc2ccccc2)CC1)C1CNCCO1 (centres undefined),-9.5%
O=C(COC(=O)c1ccccc1Sc1ccc(C(F)(F)F)cc1[N+](=O)[O-])NC1CCCc2ccccc21 (centres undefined),10.2%
Nc1[nH]c(C(=O)c2ccccc2)c(-c2ccc3ccccc3c2)c1C(=O)NCc1cccc2ccccc12,0.3%
Cn1cc(-c2cnc(Nc3cccnc3)c3c2CCO3)cn1,26.7%[176 µM]
Cc1ncc2n1C(=O)N(C1CCN(Cc3ccnn3C)CC1)C2,?
O=c1c2c(CO)c(-c3ccc(F)cc3)nn2ccn1Cc1cccc(C(F)(F)F)c1,17.3%
COCCn1c(C)cnc1CCNC(=O)NCC(C)C,?
O=C(CCC[C@H]1NC[C@@H]2CC1CN(Cc1ccccc1)C2)NCCCN1CCCCC1,-2.2%
CC(C)CN1C(=O)c2cccn2CC1CNC(=O)c1cccn1C (centres undefined),32.0%[activator]
CCOc1cc(/C=C/c2nc3ccc(OC)cc3s2)ccc1O,?
O=C(Nc1ccccc1)N[C@H]1[C@H](O)[C@@H](Oc2ccccc2)[C@@H]2OC[C@H]1O2,56.4%[activator][176 µM]
Cc1cccc(-c2ncc3c(n2)OCCN(c2cccc(C(F)(F)F)c2)C3=O)c1,-8.0%[176 µM]
CN(C)c1cccc(C(=O)Nc2ccc(-c3nc4ccccc4o3)cc2)c1,17.9%
COc1ccccc1-c1[nH]nc2ncc(C(=O)N3CCN(Cc4ccccc4)CC3)nc12,57.9%[activator][176 µM]
CCOc1ccc(CC(=O)N2CCC(C3CCN(C(=O)NC)CC3)C2)cc1 (centres undefined),9.5%
CCOC(=O)N1C(=O)C[C@](Sc2ccc(OC)cc2)(c2nc(C)no2)[C@H]1c1ccc(OC)cc1,?
O=C(CCn1ccc2ccc(Cl)cc21)Nc1ccc2c(c1)C(=O)N1CCC[C@H]1C(=O)N2,3.9%
CC(C)c1nn2c(=O)cc(CSc3n[nH]c(-c4ccccc4F)n3)nc2s1,?
Cc1onc(C(=O)NC2CCc3nn(C)c(=O)n3CC2)c1COc1ccccc1 (centres undefined),52.2%[activator]
COC(=O)c1ccc(OCc2ccc(Cl)cc2)cc1,0.8%
CN(C)CCO[C@H]1C[C@@H](O)C12CCN(C(=O)c1ccc3c(c1)OCO3)CC2,-32.5%
COc1ccccc1N(CC(O)Cn1cnc2ccccc21)S(=O)(=O)c1ccc(C)cc1 (centres undefined),-7.2%
O=c1cc(CN2CCN(CCO)CC2)c2cc(O)c(-c3ccccc3)cc2o1,?
Cc1ccc(NC(=O)Cn2c(C)cc3nc4n(c(=O)c32)CCC4)cc1Cl,?
CC(C)CCSc1nc2c(c(=O)[nH]c(=O)n2C)n1C(C)C,35.6%[activator]
Cc1cc(C)n(-c2nc3c(c(=O)n(C/C=C/c4ccccc4)c(=O)n3C)n2C)n1,-6.1%
O=Cc1ccc(OCc2cccc3ccccc23)c(Cl)c1,-0.8%
CN1CCOc2c(C(=O)NCCC(N)=O)cc(-c3ccccc3F)cc21,50.3%[activator][176 µM]
CN(Cc1nccn1C)Cc1cnc(S(=O)(=O)CC2CC2)n1CC1CCCCC1,-1.8%
CCCc1nc(C(=O)N2CCCCC2C(=O)OCC)cs1 (centres undefined),19.9%
O=C(NCCNC(=O)c1cc2ccccc2[nH]1)C(=O)Nc1cccc2ccccc12,?

Brought forward from above: 3 entries, then new ones.
compound,12-LOX inh
CN(Cc1nccn1C)Cc1cnc(S(=O)(=O)CC2CC2)n1CC1CCCCC1,-1.8%
CCCc1nc(C(=O)N2CCCCC2C(=O)OCC)cs1 (centres undefined),19.9%
O=C(NCCNC(=O)c1cc2ccccc2[nH]1)C(=O)Nc1cccc2ccccc12,?
Cc1ccc(CN2CCc3nc(C(=O)Nc4ccccc4)oc3CC2)cc1,3.2%[176 µM]
CCOc1ccc(NC(=O)CCc2c(C)c3ccc(C)cc3oc2=O)cc1,-29.0%
CCCCn1cnc2c1c(=O)n(CC(=O)c1cc(C)n(C3CC3)c1C)c(=O)n2Cc1ccccc1,-3.9%
CC(Oc1ccc(Cl)cc1)C(=O)N1CCN(c2nccs2)CC1 (centres undefined),-2.5%
CSc1ccc(-c2cccc(C=O)c2)cc1,-0.4%[12.5 µM]
CC1(C(=O)NCc2ccsc2)CCOCC1,-0.9%[12.5 µM]
Cn1c(=O)c2ccccc2n(C)c1=O,11.8%
COC[C@@H]1CNC[C@H]1c1ccccn1,-12.2%
c1csc(CNCC2CCNCC2)c1,?
CC(C)CN(CC1CN(C(=O)Nc2cccc(Cl)c2)CCO1)C(=O)c1ccccc1 (centres undefined),46.7%[activator]
COc1cccc(CN2C(=O)OC3(CCN(Cc4ccccn4)CC3)C2(C)c2cccnc2)c1 (centres undefined),44.1%[activator]
Cc1noc2c(-c3cccc(CO)c3)cc(-c3cccc(C(F)(F)F)c3)nc12,-16.2%[176 µM]

Going on with the list:
Compound | 12-LOX inh
CCC1c2ccsc2CCN1C(=O)COc1ccc2ccc(=O)oc2c1 (centres undefined) | ?
Cc1ccc(NC(=O)N2CCCC2c2nncn2-c2ccccc2)cc1C (centres undefined) | 8.2%
CC(=O)N1CCC(N[C@@H]2CO[C@H](CNS(C)(=O)=O)[C@H]2O)CC1 | 16.8%[176 µM]
COc1ccc(CN2CCCn3nc(C)c(-c4ccccc4Oc4ccccc4)c32)cc1O | -2.9%
O=C(c1cccnn1)N1C[C@H]2CN(C3CCOCC3)C[C@@]2(C(=O)O)C1 | ?
O=C(OCc1ccccc1)N1CCOCC12CCN(Cc1ccncc1)CC2 | -4.2%[176 µM]
Fc1ccc(CN2CCC(Oc3ccccc3-c3nc(-c4cnccn4)no3)C2)cc1F (centres undefined) | 5.5%
N#Cc1ccc(C(=O)N2CCN3C(=O)N(Cc4ccccc4)C(=O)[C@H]3C2)cc1 | -1.2%[176 µM]
O=C(NCC1CN(Cc2ccccc2)CCO1)C1CCCCC1 (centres undefined) | -2.8%
COc1ccc(C)cc1NC(=O)CC[C@H]1NC(=O)c2ccccc2NC1=O | 29.6%
CN1C(=O)COc2ccc(NC(=O)C(=O)NC3CCCCC3)cc21 | 61.6%[activator]
O=C(c1cn2ccsc2n1)N1CC[C@H](CO)[C@@H](O)C1 | 19.1%
COc1cccc(CNC(=O)[C@@H]2C[C@@H](O)CN2C2CCN(C(=O)c3ccc(OC)c(F)c3)CC2)c1 | 19.9%
COc1ccc([C@@H]2[C@H](C(=O)N3CCCC3)CC(=O)N2C(=O)c2ccccc2)cc1 | 15.2%
Cc1ccc(-c2nn(C)c(=O)c3c2CCCC3)cc1S(=O)(=O)N1CCCCC1 | 24.6%
CCCCN(CCCC)c1nc2ccccc2nc1C(C#N)C(=O)OC(C)C (centres undefined) | -4.1%
CCOc1cccc2cc(-c3nc(-c4ccc(OC)c(F)c4)no3)c(=O)oc12 | ?
Cc1ccc(N(C(=O)C2C3CC4CC(C3)CC2C4)C2C=CS(=O)(=O)C2)cc1 (centres undefined) | -4.9%
O=C(Nc1ccccc1)N1CC(Oc2ccc(-c3noc(-c4ccncc4)n3)cc2)C1 | 4.7%
O=C1Cc2c(-c3ccc(Oc4ccccc4)cc3)n[nH]c2CN1CCc1ccncc1 | 14.1%[176 µM]
Cc1ccc(-c2noc([C@@H]3C[C@@H](O)CN3Cc3cccnc3)n2)cc1F | -0.6%[176 µM]
COc1cc(-c2cc3c(nc2-c2ccccc2)nc(C(=O)NCCN(C)C)n3C)ccn1 | -9.1%[176 µM]
CC(Sc1n[nH]c(-c2cccs2)n1)C(=O)Nc1c(F)cccc1F (centres undefined) | -25.0%
O=C1NC2(CCN(C(=O)c3ccc(C(F)(F)F)cc3)CC2)COc2ccccc21 | -30.0%
O=C(O)c1ccccc1SCc1ccccc1Cl | -21.0%
CCOc1ccc2c(n1)CCN(C(=O)COc1cccc(C)c1)C2 | 46.7%[activator]
CCOc1ccc(C(C)=O)cc1COC(=O)c1cc(Cl)c(OC)c(OC)c1 | -10.8%
CCOc1ccccc1CNC(=O)[C@H]1CCC[C@H]1NC(=O)c1ccc(OC)cc1 | 20.2%
COc1ccc(-n2nc(C3CCN(Cc4ccc(C(F)(F)F)cc4)CC3)[nH]c2=O)cc1 | ?
Cc1cccc(CN2CCN(c3nc4c([nH]3)c(=O)n(C)c(=O)n4C)CC2)c1 | -4.9%
CC(C)C[C@@H]1N[C@H](C(=O)NCCCN2CCCC2=O)Cc2c[nH]c3cccc1c23 | 38.9%[activator][176 µM]
O/N=C/c1ccc(OC(F)F)cc1 | -16.1%
CC1=C(C(=O)OC(C)C)C(c2ccccc2Cl)N2C(CC(=O)NCC3CC3)=CSC2=N1 (centres undefined) | 49.0%[activator]
CCCNC(=O)Cc1ccc(N(Cc2ccccc2)C(=O)c2ccco2)cc1 | 2.7%
Cc1noc(C)c1CN1CCC2(CC1)CC(c1ccccc1)C(=O)N2C (centres undefined) | -2.6%
Cc1ccc(NC(C)C(=O)Nc2sccc2C#N)c(C)c1 (centres undefined) | ?
COc1ccc(C(=O)N2CCC(Cn3c(C)cnc3C3CCC3)CC2)c(OC)c1 | 56.8%[activator]
O=C(c1ccc2c(c1)[nH]c(=O)n2C1CCC(O)CC1)N1CCc2ccccc2C1 (centres undefined) | 11.0%
O=c1n(-c2ccc(C(F)(F)F)cc2)nc2n1CCN(Cc1ccc(F)cc1)C2 | 17.0%
COC(=O)c1cnc(N2CCCCC2C)c2ccccc12 (centres undefined) | -24.8%

Three records picked at random from the list so far:
Compound | 12-LOX inh
COc1ccc([C@@H]2[C@H](C(=O)N3CCCC3)CC(=O)N2C(=O)c2ccccc2)cc1 | 15.2%
CN1C(=O)COc2ccc(NC(=O)C(=O)NC3CCCCC3)cc21 | 61.6%[activator]
CCOc1ccc(C(C)=O)cc1COC(=O)c1cc(Cl)c(OC)c(OC)c1 | -10.8%

New compounds follow:
Compound | 12-LOX inh
O=C(Nc1ccccn1)c1ccc(C2SCCCS2)cc1 | -45.9%
COc1ccc(CN2C(=O)CO[C@H]3CN(Cc4ccccc4Cl)C[C@H]32)cc1 | ?
CN(CC(=O)Nc1ccc(F)cc1)C(=O)COc1ncnc2scc(-c3ccc(Cl)cc3)c12 | -3.6%
NCC1CCCN(Cc2ccc(-c3nc(-c4ccncc4)cc(=O)[nH]3)cc2)C1 (centres undefined) | ?
COc1ccccc1-c1nocc1CCC(=O)O | 26.1%
Cc1ccc(-c2n[nH]c(-c3ccc(C)cc3)c2C)cc1 | 7.1%
COc1cccc(CNC(=O)Cn2c(C)cc3nc4n(c(=O)c32)CCCC4)c1 | 29.0%
CSc1cccc(NC(=O)c2ccccc2C(F)(F)F)c1 | 33.8%[activator]
Cn1ccnc1SCC(=O)NC(C)(C#N)C1CC1 (centres undefined) | 8.7%
